Arrestin-AP2 inh = inhibitors of human beta-arrestin and AP2 interaction. FITC-arrestin peptide / GST-AP2 beads, flow cytometry; AP2 beta2 appendage carries R879A mutation. inhibition, % at 10 µM. 340,000 tested, 0.31% active. AID 504490;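 active means inhibition above a set limit, near 3 SD of compounds lacking own fluorescence, cut at about 54% in these data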;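 further: plate controls were DMSO wells for no effect and 5 µM unlabelled arrestin peptide for full effect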
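System: GST-tagged AP2 beta2-adaptin appendage (R879A) on 4 µm glutathione beads / Reagent: FITC-arrestin peptide, 50 nM / Detection: HyperCyt-sampled flow cytometry, FL1 channel, ex 488/em 535 nm / Timing: 12 min plus 1 h, RT / Buffer or medium: PBS plus Tween 20 (0.05%) and BSA (0.1%)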
Cardiac RTF inh = cardiac RTF calcium desensitization. P19429+P45379. IANBD-labeled cardiac RTF, Ca2+ fluorescence. inhibition, % at 7.15 µM. 340,000 tested, 0.12% active;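 active means inhibition above the mean inhibition of all tested compounds plus 3 SD, cut at about 17% in these data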;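 further: assay run at fixed EC70 calcium of 1.6 mM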
Keap1-Nrf2 PPI = inhibitors of human Keap1-Nrf2 protein-protein interaction; Q14145; Keap1 Kelch-Nrf2 peptide fluorescence polarization, 1536-well; inhibition, % at 9.4 µM; 340,000 tested, 0.15% active; AID 504523; in the data active means inhibition above about 12%;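 further: human Keap1 Kelch domain with fluorescein labeled Nrf2 9mer peptide probe; 0% = neutral control wells and 100% = peptide positive control; higher means more block of Keap1 binding to Nrf2 peptide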
NSD2 HMT inh = NSD2 (human) methyltransferase inhibition; 310,000 tested, 0.54% active; inhibition, % at 12.5 µM; NSD2 peptide methylation, AlphaScreen, 120 min; in the data active means inhibition above about 50%
CAL PDZ FP-1 = human CAL PDZ-peptide interaction inhibition; Q9HD26; purified CAL PDZ, TMR-peptide fluorescence polarization, 1 h; inhibition, % at 20 µM; 330,000 tested, 0.02% active; AID 504414;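 active means highest replicate inhibition of at least 40%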;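 further: plate controls were DMSO neutral control wells for no effect and unlabeled competitor peptide control wells for full effect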
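Test system: tagged CAL PDZ domain / Buffer or medium: sodium phosphate/NaCl buffer pH 7.4 with TCEP, IgG, Thesit / Reagent: TMR-labelled reporter peptide T*-PRC34 bound in PDZ groove / Compound dosing: single point, 20 µM / Schedule: 1 h incubation at room temperature before polarization reading / Technique: fluorescence polarization (mP) / Benchmarks: unlabelled peptide, DMSO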
DSG3 Ab inh = inhibitors of pemphigus antibody binding to human desmoglein-3. P32926. DSG3-coupled beads, scFv-anti-DSG3-GFP binding, flow cytometry; stronger effect = lower value. binding (percent of control), % at 10 µM. 310,000 tested, 0.48% active. AID 588358;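 active means binding more than 3 SD below its plate's average and above zero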;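 further: hits lower antibody fragment binding to DSG3; some compounds called inactive have numbers as strong as hits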
V-ATPase pHluor = alters yeast V-ATPase proton transport; S. cerevisiae, pHLuorin cytosolic pH fluorescence; response, % at 10 µM; 350,000 tested, 0.37% active; in the data active means response mostly above about 7.3%, no sharp cut-off; inactive means mostly below about 5.4%; further: actives read high; inactives centre near 0; some compounds called inactive have numbers as strong as hits
CAL PDZ FP-2 = blocks peptide binding to the human CAL PDZ domain; 300,000 tested, 0.92% active; inhibition, % at 24.9 µM; Q9HD26; purified CAL PDZ, TMR-peptide fluorescence polarization, 1 h; AID 602252;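 active means mean inhibition of at least 30% with at least half of replicates also reaching 30%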;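 further: 0% = DMSO neutral control and 100% = excess unlabeled competitor peptide PRC23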
DAGLB inh = blocks human DAGLB lipase activity; 340,000 tested, 0.059% active; inhibition, % at 5.17 µM; HEK293T DAGLB membrane lysate, EnzChek fluorogenic substrate; Q8NCG7; in the data active means inhibition above about 34%;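 further: 0% = enzyme with vehicle and 100% = wells lacking enzyme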
Target sequence (Q8NCG7 whole entry, looked up): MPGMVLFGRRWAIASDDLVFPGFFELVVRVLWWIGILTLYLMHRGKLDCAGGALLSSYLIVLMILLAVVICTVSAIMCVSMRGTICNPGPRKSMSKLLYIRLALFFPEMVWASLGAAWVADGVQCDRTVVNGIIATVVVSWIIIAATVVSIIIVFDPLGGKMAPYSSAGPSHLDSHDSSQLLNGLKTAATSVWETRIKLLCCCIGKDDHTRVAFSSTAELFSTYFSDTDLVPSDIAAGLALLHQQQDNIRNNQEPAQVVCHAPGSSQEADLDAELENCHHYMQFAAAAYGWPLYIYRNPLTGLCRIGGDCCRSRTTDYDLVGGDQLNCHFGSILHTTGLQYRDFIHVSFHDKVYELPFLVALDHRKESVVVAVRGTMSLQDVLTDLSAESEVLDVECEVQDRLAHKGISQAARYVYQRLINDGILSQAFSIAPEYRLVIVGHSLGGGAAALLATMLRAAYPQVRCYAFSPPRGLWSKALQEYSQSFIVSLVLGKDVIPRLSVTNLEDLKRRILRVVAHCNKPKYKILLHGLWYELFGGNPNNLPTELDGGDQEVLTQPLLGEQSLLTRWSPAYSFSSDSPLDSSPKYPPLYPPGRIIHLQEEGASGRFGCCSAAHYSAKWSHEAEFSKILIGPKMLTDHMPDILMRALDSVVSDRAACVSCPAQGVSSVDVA
LANA DNA inh = inhibitors of KSHV LANA C-terminal domain DNA binding | AID 504423 | 340,000 tested, 0.078% active | MBP-C-LANA/FAM-LBS DNA binding, fluorescence polarization | inhibition, % at 9 µM;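 active means highest replicate inhibition at or above 60% at 9 µM, even if other replicates fall short; inactive means all replicates below 60% inhibition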;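 further: 0% = neutral control wells and 100% = 4 µM acridine orange control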
* = called active by the depositor; . = no result given. A portion of the library, so the mix of outcomes need not match the whole.

SMILES	Cardiac RTF inh	CAL PDZ FP-1	NSD2 HMT inh	Keap1-Nrf2 PPI	LANA DNA inh	CAL PDZ FP-2	DAGLB inh	V-ATPase pHluor	DSG3 Ab inh	Arrestin-AP2 inh
O=C(/C=C/c1ccccc1[N+](=O)[O-])Nc1ccc(S(=O)(=O)Nc2ncccn2)cc1	2	-1.4	0	-1	0.6	-2	5	6	95	-9
CN(CC(=O)NCc1cccc(F)c1)C(=O)c1ccco1	-1	-1.9	0	2	9.2	0	2	-1	96	13
Cc1c(C(C)(C)C)s/c(=N/S(=O)(=O)c2ccccc2)n1C	-18	-0.2	24	-4	-0.4	.	1	-5	108	-16
Cc1ccc(/C(N)=N/OC(=O)c2cccc(F)c2)cc1	-2	-1.9	-4	-8	-0.5	.	-12	0	105	-3
Cc1ccc([N+](=O)[O-])cc1S(=O)(=O)Nc1cccc(-c2ccc(N3CCCC3)nn2)c1	8	-0.4	0	-2	-21	7	5	4	89	-6
O=C(c1ccc(CS(=O)(=O)c2c(Cl)cccc2Cl)o1)N1CCCC1	-2	-0.3	.	-3	0.9	.	-2	2	103	-1
COc1ccc(-c2nnc(C(C)Nc3cccc(C(=O)NC4CC4)c3)o2)cc1 (stereo not given)	-11	0.1	-1	-3	-0.2	-6	0	3	.	-8
COCCc1nc2ccc(C(=O)NCc3cccc(-n4cccn4)c3)cc2o1	-14	-0.3	-1	-2	0.8	1	0	1	84	9
CCC(c1nnnn1C1CCCCC1)N1CCN(C(=O)c2ccco2)CC1 (stereo not given)	-11	-1.3	-4	0	-0.9	0	-1	0	92	3
COCCCNC(=S)NNC(=O)c1ccccn1	-4	-2.5	-65	4	-1.0	-4	-6	6	107	-1
COC(=O)c1sccc1NC(=O)Nc1cccc(OC)c1	-9	-2.5	-4	-1	-3.2	-3	-2	1	103	17
COc1ccc(Cl)cc1N/C(N)=N/c1nc(C)cc(C)n1	-10	0.4	-2	-7	1.9	-1	0	0	99	-8
Cc1ccc(C2=NN(C(=S)Nc3ccccc3)C(c3ccco3)C2)cc1 (stereo not given)	-10	0.0	1	2	-0.7	1	-9	0	96	9
Cc1ccccc1OCC(=O)OCC(=O)NCc1ccco1	0	-0.4	7	1	-0.1	-2	-5	-2	99	23
CC(C)c1nnc(NC(=O)CCC(=O)N2CCN(Cc3ccccc3)CC2)s1	0	.	18	-4	-0.2	-5	-1	4	106	25
CCN1C[C@@H]2[C@@H]3C(=O)N(C)C(=O)[C@@H]3[C@](CC)(C1=O)N2C(=O)c1ccc(Cl)cc1	-14	0.1	.	-3	3.0	1	3	5	102	-4
Cc1ccc([N+](=O)[O-])cc1NC(=O)C(Sc1ccccc1)c1ccccc1 (stereo not given)	9	-3.2	17	1	0.6	-4	-4	-2	.	5
CCC1CCCCN1CCCNC(=O)Cn1nc(-c2ccccc2)ccc1=O (stereo not given)	-4	-2.9	-1	-2	3.8	0	0	2	91	-1
CCCNC(=O)CSc1nc2ccc(OCC)cc2s1	-16	-1.6	.	-3	0.1	.	1	-2	103	-2
Cc1ccc(S(=O)(=O)n2ccc(=O)[nH]2)cc1	1	-0.8	.	-4	1.5	-3	-2	0	103	4
NC(=O)c1c(C(F)(F)F)cc(-c2ccccc2)nc1NCCO	-7	-2.0	0	-2	-0.4	-4	-1	3	101	-4
COc1ccc(OC)c(-c2nnc(SCC(=O)N3CCOCC3)o2)c1	-5	0.0	-2	-4	6.7	-5	0	-2	106	-4
CNC(=O)CCN(Cc1ccco1)S(=O)(=O)c1ccc(OC)c(OC)c1	3	-0.9	-1	-5	4.3	-4	0	-5	118	3
CCCN1C(=O)S/C(=C\c2ccc(N3CCOCC3)o2)C1=O	-98	0.4	-3	-98	-18	4	-7	1	137	2
Cc1c(Cl)cccc1-n1c(SCC(=O)NCc2cccs2)nnc1-c1ccncc1	-14	-1.0	1	2	-3.2	-2	2	.	99	7
COc1ccc([C@H]2CC(=O)C=C(c3ccc(C)cc3)C2)cc1	-4	-0.8	.	4	-1.4	-4	-15	-1	102	19
COCCn1c(=NC(=O)CN2C(=O)CCC2=O)sc2cc(S(N)(=O)=O)ccc21	-12	-2.8	-1	-4	1.6	-1	-3	-3	121	-3
COc1ccc(S(=O)(=O)N2CCOCC2)cc1NC(=O)CC(C)c1ccccc1 (stereo not given)	-8	0.9	-1	-2	0.0	.	-1	1	102	1
Cc1nn(C)c(C(=O)N/N=C/c2ccc(Br)cc2)c1Cl	1	-0.4	.	-4	0.8	0	-1	4	97	-11
COc1cc(C(F)(F)F)c(C(=O)N(C)Cc2cc(Cl)cc(Cl)c2)cn1	0	-0.8	-4	-3	2.6	.	-12	-4	98	5
O=C(CCc1ccccc1)NNC(=O)c1ccc(F)cc1	13	0.6	1	0	0.3	-2	-3	-1	103	30
CCCC[C@@H]1C=C(C(=O)O)[C@H](c2ccc(C#N)cc2)N1S(=O)(=O)c1ccc(C)cc1	-2	-0.1	.	-2	2.8	-5	3	4	97	24
O=C(CCN1C(=O)S/C(=C\C=C\c2ccccc2)C1=O)Nc1ccc(O)cc1	-14	-1.2	-10	-2	1.9	-12	0	-2	113	-3
CC(C)C(C)N(Cc1ccc(C(=O)O)cc1)C(=O)c1ccc2ccccc2n1 (stereo not given)	2	-0.9	-2	5	-0.6	.	-3	-1	112	-13
CCCC(=O)NC(=S)Nc1cccc(-c2nc3ncccc3o2)c1	-7	0.1	1	-1	1.0	-6	-3	0	102	6
CC(C)COC(=S)Nc1ccccc1	-4	.	0	-5	0.5	0	-4	-1	102	-7
COC(=O)C1=C(C)N(c2ccc(F)cc2)/C(=C/c2ccc(O)cc2)C1=O	2	0.8	0	-4	2.6	-2	0	1	99	8
Cc1ccc(-n2nnnc2-c2cnn(-c3ccc(F)cc3)c2C(F)(F)F)cc1	-2	-4.1	-2	5	1.5	2	-8	4	103	4
Cc1ccc(/C=C2\CCC3=C2OC(N)=C(C#N)C3c2ccc(C)cc2)cc1 (stereo not given)	-100	-1.0	.	-7	-0.1	-3	-90	-5	359	11
O=C(C[n+]1ccc(C(=O)NCc2ccccc2)cc1)c1ccc2c(c1)OCCO2	-4	-0.1	-1	3	-0.2	-3	3	5	122	8
Cc1ccc(/C=N/n2nnnc2N)cc1	0	-0.6	-1	2	2.0	-3	-1	7	104	-16
O=C(NC(C(=O)N/N=C/c1c2ccccc2cc2ccccc12)c1n[nH]c(=O)c2ccccc12)c1ccccc1 (stereo not given)	4	.	12	-3	-0.2	-22	40*	2	94	5
O=C(CN1CCN(C(=O)c2c(F)cccc2F)CC1)Nc1ccccc1F	5	-0.3	1	-4	0.9	5	-2	-1	99	6
CCc1cc2c(SCC(=O)O)ncnc2s1	1	0.7	1	0	0.3	3	1	-1	97	42
COc1cc(C(=O)NCCC(=O)NCCN2CCOCC2)cc(OC)c1OC	-3	-0.5	.	-6	-1.2	.	1	-2	103	0
NNS(=O)(=O)c1ccc2c(c1)Cc1cc(S(=O)(=O)NN)ccc1-2	-3	-0.3	-2	4	-1.5	-7	-4	-1	104	27
CC/C(=N\N=C(/CC)c1ccccc1N)c1ccccc1N	0	0.3	-3	-5	1.1	-10	-5	-7	110	1
Cc1nn(CCOc2cccc(Br)c2)c(C)c1[N+](=O)[O-]	-3	-1.4	-1	7	2.8	59*	-1	3	.	-14
Cc1nc(Cl)sc1C(=O)NC(C)c1ccc(Cl)cc1 (stereo not given)	-9	-0.7	-1	0	-1.3	-1	1	-2	100	-2
Cc1ccc(OCC(=O)Nc2ccc3c(c2)C(=O)N(CCC(=O)O)C3=O)cc1	-3	-1.3	-1	2	-0.4	-3	-1	-3	119	-2

Next part
SMILES	Cardiac RTF inh	CAL PDZ FP-1	NSD2 HMT inh	Keap1-Nrf2 PPI	LANA DNA inh	CAL PDZ FP-2	DAGLB inh	V-ATPase pHluor	DSG3 Ab inh	Arrestin-AP2 inh
CCN(CC)c1ccc(NC(=O)COc2ccccc2C#N)cc1S(=O)(=O)Nc1ccccc1OC	-1	-1.6	0	2	3.2	-2	-5	1	82	-5
Cc1nc(C)c(C(=O)Nc2ccc(Oc3ccccc3)cc2)o1	-9	-3.5	1	-1	-1.9	.	-4	1	97	-5
CCNc1nc(Oc2ccc(C(=O)OC)cc2)nc(N(C)C)n1	0	-0.7	1	3	0.8	2	-2	-3	107	2
COc1ccc(N2CCN(C(=O)c3cccnc3SCc3cccc(Br)c3)CC2)cc1	-2	-0.1	1	1	0.4	0	-1	1	.	30
Cc1cc(-c2ccccc2)n(-c2cc(N/N=C/c3ccccc3O)ncn2)n1	-1	-3.0	-3	1	0.5	-24	5	-4	131	30
COC(=O)C1=C(C)N(C(C)C)C(=O)C1(NC(=O)C1CCCCC1)C(F)(F)F (stereo not given)	-6	-2.9	-3	-5	0.9	-3	-1	-2	.	0
Cc1cc(C)cc(C(=O)NCC(=O)OCC(=O)N2CCN(S(=O)(=O)c3ccc4ccccc4c3)CC2)c1	-8	0.7	.	2	-0.3	-7	1	1	108	1
COc1nnc(-c2ccc(C)c(S(=O)(=O)NCCO)c2)c2ccccc12	-15	-2.6	-1	4	-0.5	-4	0	-1	103	1
CCN1CCN(C(=S)NC(=O)/C=C/c2cccs2)CC1	2	-0.8	11	4	0.0	-2	1	-1	98	48
CCSc1nnc(NC(=O)CSc2nnc(CNC(=O)c3ccc(OC)cc3)o2)s1	-6	0.2	-5	-4	-0.1	-1	0	-5	-2.6*	11
C/C(=N\NC(=O)C1(C)CC1(Br)Br)c1ccc([N+](=O)[O-])cc1 (stereo not given)	1	-0.4	-2	2	7.7	-6	0	7	100	2
O=C(O)[C@H](Cc1ccccc1)NC(=O)N1CCCCCC1	-6	0.0	-2	-2	2.4	-2	-2	-1	97	-17
O=C(NCC1(O)CCCCC1)C1CCC(=O)N(CCc2ccccc2)C1 (stereo not given)	1	-0.9	-1	4	0.6	-4	-4	1	109	-8
COc1ccc(/C=C/C(=O)CCC(=O)O)cc1	-2	0.2	-2	-2	-0.9	-1	-1	-2	115	-18
O=C(N/N=C/c1cccnc1)c1cc(-c2ccccc2Cl)nc2ccccc12	-1	-4.0	1	9	-1.3	-3	-1	-5	109	27
CC(C)c1nc2sc(C(=O)O)c(N)c2c2c1CCCC2	-7	-0.2	.	-2	3.0	-2	1	-2	91	-117
O=C(Nc1ccnn1C1CCN(Cc2cccnc2)CC1)c1ccccc1Cl	18*	-2.7	-3	-4	-0.8	-2	2	4	107	-12
